Assay outcomes as filed in PubChem BioAssay.
4MU fluor – qHTS Assay for Spectroscopic Profiling in 4-MU Spectral Region. compound autofluorescence, 340/450 nm, 4-MU equivalents; active compounds read high. max dye-equivalent concentration, M. hit rate 11% among 59,000. AID 589, 2007; in the data active = max dye-equivalent concentration above about 10 nM; inconclusive = mostly about 1.1 nM to 9.6 nM
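Compounds in 100 mM Tris, pH 8.0, incubated 15 min at room temperature, then fluorescence read at 340 nm excitation/450 nm emission. Signal converted to 4-MU dye-equivalent concentration using an on-plate six-point 4-MU standard curve.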
USP2a inh – qHTS Assay for Inhibitors of Ubiquitin-specific Protease USP2a; Ubiquitin carboxyl-terminal hydrolase 2 (Homo sapiens), O75604; USP2a enzymatic assay, qHTS inhibition; Potency, µM (top dose mostly 38.3 µM), for inactives: at the top dose activity change, negative = inhibition, hits mostly inhibitors; hit rate 0.1% among 60,000;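 note: potency is the fitted concentration of half-maximal effect; nearly all actives have a fitted effect of over 60% in size; plate controls were DMSO for no effect and NEM full inhibition control for full effect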
Target sequence (O75604 whole entry, looked up): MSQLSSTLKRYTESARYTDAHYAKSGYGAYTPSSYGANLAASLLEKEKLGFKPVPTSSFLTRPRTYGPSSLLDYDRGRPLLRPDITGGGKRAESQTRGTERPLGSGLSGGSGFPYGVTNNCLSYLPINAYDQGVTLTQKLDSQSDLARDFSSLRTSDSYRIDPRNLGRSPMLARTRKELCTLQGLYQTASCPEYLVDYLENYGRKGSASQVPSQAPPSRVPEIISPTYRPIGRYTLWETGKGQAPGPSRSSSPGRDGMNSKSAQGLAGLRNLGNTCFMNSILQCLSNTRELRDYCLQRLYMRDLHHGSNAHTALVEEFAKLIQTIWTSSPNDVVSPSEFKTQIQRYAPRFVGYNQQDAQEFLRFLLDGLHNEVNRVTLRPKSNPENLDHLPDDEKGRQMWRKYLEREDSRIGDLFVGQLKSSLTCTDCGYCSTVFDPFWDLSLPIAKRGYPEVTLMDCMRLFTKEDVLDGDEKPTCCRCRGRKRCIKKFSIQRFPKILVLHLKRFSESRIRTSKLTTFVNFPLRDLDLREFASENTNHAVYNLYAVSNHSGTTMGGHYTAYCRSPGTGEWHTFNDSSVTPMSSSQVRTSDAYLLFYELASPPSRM
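20 nM USP2 core + cpd, 30 min RT; add 20 nM Ub-PLA2/20 uM NBD C6-HPC; read Ex460/Em535 at 0 h and 2.5 h. Normalized to NEM; qHTS curve fit/classification.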
BRCT PPI red – qHTS Assay for Inhibitors of BRCT-Phosphoprotein Interaction (Red Fluorophore). BRCT-phosphopeptide binding, red fluorescence polarization. Breast cancer type 1 susceptibility protein (Homo sapiens), P38398. hit rate 0.03% among 75,000. Potency, µM (doses to about 76.9 µM), for inactives: top-dose activity change, negative = inhibition, hits mostly inhibitors; note: % is set by controls: 0 for no effect and ±100 for the full control effect
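Fluorescence polarization: 100 nM His-tagged BRCA1 BRCT with 100 nM TAMRA-labelled phospho-BACH1 decapeptide, phosphate buffer pH 7.3 with 150 mM NaCl, DTT, 0.01% Tween 20; 12 min RT. Binding inhibition seen as FP decrease.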
Casp1 inh – qHTS Assay for Allosteric/Competitive Inhibitors of Caspase-1 | AID 900, 2007 | hit rate 0.03% among 75,000 | Potency, µM (doses to about 57.5 µM), for inactives: at the top dose activity change, negative = inhibition, hits mostly inhibitors | Caspase-1 enzyme, Ac-WEHD-AFC fluorogenic rate;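 note: potency is the fitted concentration of half-maximal effect; plate controls were vehicle for no effect and no substrate for full effect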
BRCT PPI green – qHTS Assay for Inhibitors of BRCT-Phosphoprotein Interaction (Green Fluorophore); Breast cancer type 1 susceptibility protein (Homo sapiens), P38398; BRCA1 BRCT-phosphopeptide binding, green fluorescence polarization; Potency, µM (doses to about 76.9 µM), for the others: at the highest dose activity change, negative = inhibition, actives largely listed as inhibitors; hit rate 0.05% among 75,000; AID 875, 2007;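 note: potency is the fitted concentration of half-maximal effect; plate controls were peptide without protein for full effect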
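Compounds were incubated for 12 min at room temperature with a complex of 100 nM fluorescein-tagged pBACH1 decapeptide and 250 nM His-tagged BRCT protein. Buffer was phosphate pH 7.3 with EDTA, DTT and Tween 20. Disruption of binding lowers the polarization signal.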
HEK293 cAMP cs – qHTS Assay for Agonists of the Thyroid Stimulating Hormone Receptor: Activators of Intracellular cAMP Concentrations in Parental HEK 293; parental HEK293 CNG cAMP sensor, membrane potential fluorescence; Potency, µM (highest dose often 57.1 µM), for the others: top-dose activation, most hits filed as activators; hit rate 2.5% among 73,000; AID 938, 2007; note: potency is the fitted concentration of half-maximal effect; % of control where 0% means no effect; nearly all actives have a fitted effect of over 55% in size
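Parental HEK 293 cells stably expressing a cAMP-gated CNG channel were loaded with membrane potential dye containing 100 uM RO 20-1724 for 60 min. Compound added for 30 min; depolarization read as fluorescence intensity at 590 nm.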
Caspase-7 inhib – qHTS Assay for Allosteric/Competitive Inhibitors of Caspase-7 | Potency, µM (doses to about 57.5 µM), without a hit: top-dose activity change, negative = inhibition, usual class: inhibitors | recombinant caspase-7, Ac-DEVD-AFC fluorescence rate | P55210 | hit rate 0.02% among 75,000; active = well fitted inhibition curve with a large enough effect in the main read-out, with a control signal flat, not every such curve was filed as active; inconclusive = small, poorly fitted or top-dose-only effect, or a change in a side signal; note: potency is the fitted concentration of half-maximal effect; % of control where 0% means no effect
Target sequence (P55210 24-198 limits assumed): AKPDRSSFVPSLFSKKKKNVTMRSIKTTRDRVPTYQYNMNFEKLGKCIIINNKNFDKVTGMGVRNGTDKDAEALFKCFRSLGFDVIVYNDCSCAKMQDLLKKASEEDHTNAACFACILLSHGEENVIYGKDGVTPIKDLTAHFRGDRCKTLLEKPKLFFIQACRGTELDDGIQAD
Target sequence (P55210 207-303 limits assumed): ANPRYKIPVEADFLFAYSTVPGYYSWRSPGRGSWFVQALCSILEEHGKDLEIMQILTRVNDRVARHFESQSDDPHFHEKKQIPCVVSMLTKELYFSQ
Fluorescein autfl – qHTS Assay for Spectroscopic Profiling in Fluorescein Spectral Region; Compound autofluorescence, 480/540 nm, fluorescein-equivalent; active compounds read high; hit rate 0.91% among 59,000; max fluorescein-equivalent concentration, M; in the data active = max fluorescein-equivalent concentration above about 10 nM; inconclusive = between about 1.1 nM and that limit
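Spectral profiling of library compounds in the fluorescein window (480 nm excitation, 540 nm emission) after 15 min at room temperature in pH 8.0 Tris (100 mM). Values are dye-equivalent concentrations.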
A350 fluor – qHTS Assay for Spectroscopic Profiling in A350 Spectral Region. hit rate 11% among 59,000. max dye-equivalent concentration, M. Compound autofluorescence, 340/450 nm, Alexa 350 dye-equivalents; active compounds read high. AID 590, 2007; in the data active = max dye-equivalent concentration above about 10 nM; inconclusive = mostly about 1.1 nM to 9.6 nM
UbGFP stabilizer – Ubiquitin-GFP Assay. 67,000 tested, under 10 active. Ubiquitin-GFP reporter cells, proteasome inhibition, GFP fluorescence; response scale: untreated = 0%, 10 µM MG-132 = 100%. Potency, µM (doses to about 45.9 µM), for inactives: at the top dose activation (GFP accumulation), usual class: activators; active = well fitted activation curve with a large enough effect, not every such curve was filed as active; inconclusive = small, poorly fitted or top-dose-only effect, or another doubt; inactive = no such curve, though single readings can be large or run the other way; note: potency is the fitted concentration of half-maximal effect
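U2OS cells expressing ubiquitin(G76V)-GFP, seeded overnight in 0.5% FBS medium, then treated 4 hr at 37 C across 46 uM to 2.9 nM. GFP-positive cells counted by laser cytometry (488 ex/515 em); %activity scaled between basal and 10 uM MG-132.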
Epigenetic mod – qHTS Assay for Epigenetic Modulators. mouse C127i GFP locus derepression, cytometry, 30 h. Potency, µM (titrated, usually from 46.1 µM), inactives show at the highest dose GFP derepression (activation). hit rate 0.09% among 68,000; note: % of control where 0% means no effect
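Locus derepression in mouse mammary C127i cells whose integrated CMV-GFP reporter is normally silent; GFP expression after 30 h compound treatment was quantified by counting fluorescent cells.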
Starred values were filed as active, the others as inactive; i = inactive; ? = inconclusive; · = no result given; [ ] = dose if it differs, or a comment. Unless noted, calls come from the whole dose curve; as a rule, active = well fitted curve in the direction sought with a large enough effect; inconclusive = small, poorly fitted or top-dose-only effect, or another doubt; inactive = no such curve, though single readings can be large; an effect the other way counts as inactive or inconclusive. Some of the compounds tested (hit frequency here may not be typical).

SMILES	4MU fluor	USP2a inh	BRCT PPI red	Casp1 inh	BRCT PPI green	HEK293 cAMP cs	Caspase-7 inhib	Fluorescein autfl	A350 fluor	UbGFP stabilizer	Epigenetic mod
O=C(CN1C2=NCCCN2c2ccccc21)c1ccc2c(c1)OCO2	i	-1%	0.3%	0%	1.2%	8%	1%	i	i	-2%	-3%
COc1cc(CNC2CCCCCC2)cc(OC)c1O	·	-3%	-0.7%	-3%	-0.6%	4%	2%	·	·	-3%	2%
Cc1cc(C(=O)COC(=O)CCC(=O)c2ccc3c(c2)OCCO3)c(C)n1Cc1ccco1	i	58%[activator]	-0.3%	-3%	3.8%	23%	-6%	?	i	1%	-1%
CC(C)(C)OC(=O)N1CCCC1C(=O)NCCc1ccccc1 (stereo not drawn)	i	9%	0.5%	-1%	-2.1%	22%	0%	?	i	0%	3%
O=C(CCCOc1ccccc1)N1CCN(c2ccccn2)CC1	i	-4%	-2.3%	0%	1.3%	?	0%	?	i	2%	6%
Cc1ccc(C)c(NC(=O)Cn2nnc(C(=O)Nc3c(C)cccc3C)c2N)c1	i	13%	0.9%	3%	1.5%	?	0%	i	i	10%	-1%
Nc1ccn(-c2ccc(Cl)cc2)c(=O)c1	i	4%	0.5%	-1%	2.1%	-6%	0%	i	i	7%	-2%
O=C1CSC(c2ccccc2F)N1c1cc(Cl)ccc1O (stereo not drawn)	i	4%	-0.4%	1%	-1.2%	0%	1%	i	?	-2%	0%
COc1ccc(NC(=O)N2CC[C@@]3(CCCN(C(=O)c4csnn4)C3)C2)cc1	i	8%	2.2%	0%	-3.3%	3%	3%	i	i	22%	2%[9.22 µM]
Cc1ccc(B(O)O)cc1	·	·	0.5%	4%	-3.2%	-10%	0%	·	·	·	·
Cc1c(NC(=O)C(C)N2CC(C)OC(C)C2)c(=O)n(-c2ccccc2)n1C (stereo not drawn)	i	-12%	-0.6%	0%	0.1%	-2%	1%	i	i	17%	-1%
O=C(/C=C/c1ccc(O)c(O)c1)OCCc1ccccc1	·	17%	0.4%	-1%	-0.9%	·	-1%	·	·	·	·
CC(C(=O)Nc1ccccc1-c1ccccc1)N1CCN(C(=O)c2ccco2)CC1 (stereo not drawn)	i	15%	-4.3%	1%	1.6%	27%	2%	?	i	-5%	0%
NC(=O)C1(N2CCCCC2)CCN(CC(=O)Nc2cc(Cl)ccc2Cl)CC1	i	34%[activator]	0.5%	-1%	-1.7%	5%	-1%	i	i	2%	-3%
O=C(Nc1ccc(CCC(=O)N2CCCC2)cc1)c1ncn[nH]1	?	4%	-2.2%	-1%	-0.2%	7%	1%[0.00368 µM]	?	?	3%	0%
CC(=O)Oc1ccc(N2C(=O)C3C4C=CC(O4)C3C2=O)cc1 (stereo not drawn)	·	-4%	1.3%	0%	-4.0%	6%	0%	·	·	12%	0%
Cc1ccccc1Cn1c(=N)n(CC(=O)c2ccco2)c2ccccc21	i	13%	-0.1%	0%	-0.3%	8%	-2%	i	i	2%	0%
O=C1CN(C(=O)c2cnccn2)c2ccccc2N1	?	-2%	1.1%	-1%	0.5%	0%	-3%	i	?	-2%	0%
CCCNC(=O)NCCc1ccncc1	i	-4%	0.1%	-1%	-2.4%	10%	0%	i	i	-2%	3%
COC(=O)N1CCC2(CCCN(C(=O)Nc3cccc(F)c3)C2)CC1	i	15%	0.5%	-2%	-0.5%	-4%	0%	i	i	-1%	0%[9.22 µM]
C=CCNS(=O)(=O)c1ccc(OC)c(C)c1	i	1%	-1.5%	-1%	-1.4%	3%	0%	?	i	7%	-2%
Cc1cc(C)n2nc(CCc3nc4nc(C)cc(C)n4n3)nc2n1	i	-7%	0.7%	3%	-2.0%	12%	0%	i	i	0%	0%
O=C(c1ccncc1)N(Cc1ccccc1)Cc1nc2ccccc2c(=O)[nH]1	i	-1%	-2.9%	1%	-2.4%	-17%	-1%	i	i	1%	3%
CC(Cc1ccccc1)N/C=C1/CC(=O)NC1=O (stereo not drawn)	·	0%[7.66 µM]	0.3%	-1%	-1.4%	-1%[11.4 µM]	-1%	·	·	9%[9.17 µM]	-2%
CCOC(=O)c1ccccc1NC(=O)COC(=O)c1ccc(C)c(S(=O)(=O)N2CCOCC2)c1	i	16%	-0.1%	3%	0.3%	?	-2%	i	i	-11%	0%
COCCN(C(=O)Cn1nnc2ccccc21)C(C(=O)NC1CCCC1)c1cccc(OC)c1OC (stereo not drawn)	i	17%	-1.1%	0%	5.1%	20µM*	0%	i	i	3%	1%
CCn1c2ccccc2c2nnc(SCC(=O)N3CC(C)OC(C)C3)nc21 (stereo not drawn)	i	9%	-1.6%	2%	-1.9%	7%	-1%	i	i	3%	-3%
COC(=O)c1cc(Cc2ccc(N)c(C(=O)OC)c2)ccc1N	·	13%	-0.8%	-1%	-1.8%	?	-3%	·	·	-9%	-2%
CN1C(=O)N(C)C(NC(=O)Nc2ccccc2)C1NC(=O)Nc1ccccc1 (stereo not drawn)	i	5%	-2.4%	0%	-2.7%	?	0%	i	i	·	2%
CSc1ccc(NC(=O)[C@H]2CCCC[C@@H]2C(=O)O)cc1	i	·	-2.1%[15.4 µM]	0%[11.5 µM]	-2.0%[15.4 µM]	-2%[11.4 µM]	0%[11.5 µM]	?	i	-1%[9.17 µM]	-1%[9.22 µM]
Cc1ccc2oc(=O)n(Cc3ccccc3OC(C)C)c2c1	i	?	0.4%	-3%	-0.1%	25µM*	-3%	i	i	-2%	3%
Cc1cc(C(=O)N2CCN(c3ncccn3)CC2)cs1	i	-4%	-0.6%	-1%	-1.3%	3%	-1%	i	i	-4%	-2%
CCc1ccc(NC(=O)C2CCCCC2C(=O)O)cc1 (stereo not drawn)	·	-1%	1.0%	-4%	-1.8%	6%	-2%	·	·	9%	2%
COC(=O)CCN(C(C)=O)c1ccc(N)cc1	?	-7%	-1.4%	-1%	-1.6%	-67%[inhibitor]	-3%	?	?	1%	0%
O=C(Cn1c(=O)n(Cc2ccco2)c(=O)c2ccccc21)Nc1cccc(Cl)c1	·	·	-1.0%	-4%	-4.8%	22%	-5%	·	·	-6%	·
COc1cc(OC)cc([C@H](CNc2ncnc3c2ncn3[C@@H]2O[C@@H](CO)[C@H](O)[C@@H]2O)c2ccccc2C)c1	1.3e-08M*	·	·	·	·	4%	·	?	?	-2%	0%
CCOC(=O)C1CCCCN1Cc1ccc(OC)c(OC)c1OC (stereo not drawn)	i	8%	0.0%	2%	1.8%	5%	0%	?	i	6%	0%
COCC(=O)N1CCC[C@@]2(CCN(Cc3ccccc3)C2)C1	i	12%	0.1%	-1%	-3.7%	?	-1%	i	i	-7%	-2%[9.22 µM]
Cc1ccc(CNC(=O)[C@H](C)[C@H]2C[C@]2(C)[C@H](NC(=O)OCc2ccccc2)c2ccccc2)o1	·	·	-1.4%	-7%	0.3%	?	-3%	·	·	·	·
Cc1oc(/N=C/c2ccc(Cl)cc2)c(C#N)c1C	·	1%	-2.4%	-11%	-0.8%	4%	-6%	·	·	3%	2%
O=C(CCN1C(=O)COc2ccccc21)NCCN1CCN(c2cccc(Cl)c2)CC1	i	22%	0.1%	0%	-3.7%	17%	1%	i	i	1%	-1%

Results in BRCT PPI green, A350 fluor and USP2a inh (6 entries from above):
Molecule,BRCT PPI green,A350 fluor,USP2a inh
Cc1oc(/N=C/c2ccc(Cl)cc2)c(C#N)c1C,-0.8%,·,1%
O=C(Cn1c(=O)n(Cc2ccco2)c(=O)c2ccccc21)Nc1cccc(Cl)c1,-4.8%,·,·
CCOC(=O)C1CCCCN1Cc1ccc(OC)c(OC)c1OC (stereo not drawn),1.8%,i,8%
CCc1ccc(NC(=O)C2CCCCC2C(=O)O)cc1 (stereo not drawn),-1.8%,·,-1%
Cc1ccc2oc(=O)n(Cc3ccccc3OC(C)C)c2c1,-0.1%,i,?
O=C(CCN1C(=O)COc2ccccc21)NCCN1CCN(c2cccc(Cl)c2)CC1,-3.7%,i,22%

2 of these compounds, reformatted.
Structure: Cc1ccc(CNC(=O)[C@H](C)[C@H]2C[C@]2(C)[C@H](NC(=O)OCc2ccccc2)c2ccccc2)o1
- 4MU fluor: ·
- USP2a inh: ·
- BRCT PPI red: -1.4%
- Casp1 inh: -7%
- BRCT PPI green: 0.3%
- HEK293 cAMP cs: ?
- Caspase-7 inhib: -3%
- Fluorescein autfl: ·
- A350 fluor: ·
- UbGFP stabilizer: ·
- Epigenetic mod: ·

Structure: Cc1oc(/N=C/c2ccc(Cl)cc2)c(C#N)c1C
- 4MU fluor: ·
- USP2a inh: 1%
- BRCT PPI red: -2.4%
- Casp1 inh: -11%
- BRCT PPI green: -0.8%
- HEK293 cAMP cs: 4%
- Caspase-7 inhib: -6%
- Fluorescein autfl: ·
- A350 fluor: ·
- UbGFP stabilizer: 3%
- Epigenetic mod: 2%
